G9a inh: G9a (human) methyltransferase inhibition. Potency, µM (doses to about 102 µM), for the others: at the highest dose activity, negative = inhibition, hits mostly inhibitors. Q96KQ7. G9a H3K9 monomethylation, AlphaScreen, 2 h. 8.8% of 350,000 active; further: on the % scale 0 is the no-effect control and ±100 the full control effect; nearly all actives have a fitted effect of over 75% in size
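AlphaScreen read-out: biotin-H3K9 peptide (500 nM) methylation by 20 nM enzyme with 20 uM SAM, 2 h at room temperature after 15 min compound preincubation; anti-monomethyl H3K9 antibody plus donor/acceptor beads, 10 min dark.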
HP1b chromo inh: inhibitors of HP1-beta chromodomain binding to methylated histone tails. P83916. AID 540317. Potency, µM (series often up to 114 µM), inactives show at the highest dose activity change, negative = inhibition, actives largely listed as inhibitors. 0.56% of 390,000 active. AlphaScreen HP1-beta / biotin-H3K9me3 peptide binding; further: nearly all actives have a fitted effect of over 70% in size; inactives centre near 23
Target sequence (P83916 whole entry, looked up): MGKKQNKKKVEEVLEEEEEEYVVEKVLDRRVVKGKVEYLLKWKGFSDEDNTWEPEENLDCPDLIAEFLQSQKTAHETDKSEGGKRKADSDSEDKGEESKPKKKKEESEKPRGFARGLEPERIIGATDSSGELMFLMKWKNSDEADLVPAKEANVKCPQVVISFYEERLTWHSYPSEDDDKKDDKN
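HP1-beta protein (50 nM final) preincubated 30 min at room temperature with biotinylated H3(1-18)K9me3 peptide (50 nM) in PBS pH 7.4, 0.01% Tween-20, then compound added for 30 min. AlphaScreen streptavidin donor/nickel chelate acceptor beads (10 ug/mL final), 30 min dark, luminescence read.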
BAZ2B inh: BAZ2B (human) inhibition. AlphaScreen BAZ2B-H3K14Ac peptide displacement. Potency, µM (doses to about 114 µM), without a hit: top-dose activity change, negative = inhibition, hits mostly inhibitors. 4.4% of 360,000 active. AID 504333; further: on the % scale 0 is the no-effect control and ±100 the full control effect; nearly all actives have a fitted effect of over 60% in size
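BAZ2B (50 nM) with biotin-H3(5-23)K14Ac peptide (50 nM) in PBS pH 7.4, 0.01% Tween-20, preformed 30 min, then compound 30 min at room temperature; top concentration 110uM. AlphaScreen streptavidin donor/nickel chelate acceptor beads (10 ug/mL final), 20 min dark, signal read.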
BLM inh: blocks DNA unwinding by human BLM helicase. P54132. recombinant BLM DNA unwinding, fluorescence dequenching. Potency, µM (titrated, usually from 56.1 µM), for the others: at the top dose activity change, negative = inhibition, usual class: inhibitors. 0.2% of 350,000 active;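 further: plate controls were vehicle for no effect and no enzyme for full effect; nearly all actives have a fitted effect of over 35% in size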
PGK inhibitor: T. brucei PGK inhibition; P07378; PGK/GAPDH coupled, Kinase-Glo luminescence, 60 min; Potency, µM (series often up to 57.5 µM), for the others: at the highest dose activity change, negative = inhibition, usual class: inhibitors; 0.043% of 380,000 active; AID 602233; further: on the % scale 0 is the no-effect control and ±100 the full control effect; nearly all actives have a fitted effect of over 60% in size
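Luminescent ATP detection (Kinase-Glo Plus) follows a 60-minute room-temperature incubation, with wells lacking PGK as controls. Buffer: 100 mM TEA (pH 7.6), 5 mM MgCl2, 0.01% Tween-20. Coupling enzyme GAPDH (100 nM final) supplies unstable 1,3-BPG in-well.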
JMJD2A Tudor: JMJD2A Tudor domain (human) inhibition; O75164; AlphaScreen JMJD2A-Tudor / H3K4me3 peptide binding; Potency, µM (series often up to 114 µM), for inactives: top-dose activity change, negative = inhibition, hits mostly inhibitors; 4.4% of 390,000 active; AID 504339; further: on the % scale 0 is the no-effect control and ±100 the full control effect; nearly all actives have a fitted effect of over 50% in size
Pol iota inh: inhibitors of human DNA polymerase iota. Pol iota fluorescent replication assay, 10 min. Q9UNA4. Potency, µM (doses to about 115 µM), for inactives: top-dose activity, negative = inhibition, most hits filed as inhibitors. 1% of 390,000 active
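Pol iota at 10 nM preincubated 15 min with compounds at room temperature; reaction started with fluorescent substrate, 50 nM final. Fluorescence read kinetically at 0 and 10 min; buffer-only wells as negative control.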
GLS inh: inhibitors of human glutaminase (GLS); O94925; GLS enzymatic activity, qHTS titration; Potency, µM (titrated, usually from 45.5 µM), for inactives: top-dose activity change, negative = inhibition, most hits filed as inhibitors; 0.21% of 410,000 active; AID 624170; further: on the % scale 0 is the no-effect control and ±100 the full control effect
Target sequence (O94925 whole entry, looked up): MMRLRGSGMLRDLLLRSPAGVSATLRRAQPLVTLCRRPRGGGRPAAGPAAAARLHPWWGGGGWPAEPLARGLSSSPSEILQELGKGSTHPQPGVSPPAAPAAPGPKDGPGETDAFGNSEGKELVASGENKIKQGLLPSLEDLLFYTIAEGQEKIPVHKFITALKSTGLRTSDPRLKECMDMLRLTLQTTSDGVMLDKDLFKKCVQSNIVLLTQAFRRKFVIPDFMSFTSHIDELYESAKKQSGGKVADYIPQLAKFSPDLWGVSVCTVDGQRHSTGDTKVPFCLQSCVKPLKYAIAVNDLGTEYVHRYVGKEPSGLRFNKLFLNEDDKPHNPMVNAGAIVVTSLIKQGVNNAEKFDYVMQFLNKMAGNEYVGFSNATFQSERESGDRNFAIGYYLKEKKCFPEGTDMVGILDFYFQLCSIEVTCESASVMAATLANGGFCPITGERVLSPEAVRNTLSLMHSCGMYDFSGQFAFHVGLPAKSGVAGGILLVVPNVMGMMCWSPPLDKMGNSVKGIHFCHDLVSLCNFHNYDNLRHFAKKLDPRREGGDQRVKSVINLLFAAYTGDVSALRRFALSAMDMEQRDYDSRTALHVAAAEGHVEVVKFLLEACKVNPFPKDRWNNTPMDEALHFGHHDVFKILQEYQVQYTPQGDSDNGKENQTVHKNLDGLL
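Coupled fluorescence readout: glutamate oxidase/HRP/Amplex Red detect glutamate formed by hKGA from L-glutamine (1 mM solution added). Buffer 45 mM KH2PO4 pH 8.2, 0.02% Tween-20; reads at t0 and 30 min RT.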
Pin1 inh: inhibitors of human Pin1; Pin1 FP peptide displacement, HiFluor488, 10 min; Q13526; 0.009% of 390,000 active; Potency, µM (series often up to 115 µM), for the others: top-dose activity, negative = inhibition, hits mostly inhibitors; AID 504891; active means well fitted inhibition curve with a large enough effect in the polarisation, with a control signal flat, not every such curve was filed as active; inconclusive means small, poorly fitted or top-dose-only effect, or effect the other way, or a change in a side signal; inactive means no such curve, though single readings can be large or run the other way; the % refers to the polarisation; further: on the % scale 0 is the no-effect control and ±100 the full control effect
Target sequence (Q13526 whole entry, looked up): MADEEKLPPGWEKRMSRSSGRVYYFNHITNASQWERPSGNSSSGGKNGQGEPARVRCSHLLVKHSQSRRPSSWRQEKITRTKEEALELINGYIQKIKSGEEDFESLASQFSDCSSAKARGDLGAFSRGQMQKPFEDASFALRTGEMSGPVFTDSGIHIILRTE
Numbers without * were called inactive; i = inactive; u = inconclusive; x = no result given; & = joins results of further samples; [ ] = another dose, or the depositor's remark. Unless noted, the call rests on the fitted dose curve; in most records, active means well fitted curve in the direction sought with a large enough effect; inconclusive means small, poorly fitted or top-dose-only effect, or another doubt; inactive means no such curve, though single readings can be large; an effect the other way counts as inactive or inconclusive. Potency means the concentration at half of the fitted maximal effect. This is a subset, so the mix of outcomes need not match the whole.

Pin1 inh	BLM inh	GLS inh	Pol iota inh	PGK inhibitor	G9a inh	BAZ2B inh	HP1b chromo inh	JMJD2A Tudor	Compound
-7%	0%	6%	5%	7%	4%	2%	16%	-2%[11.4 µM]	CC(C)Cc1nc2sc3c(c2c(=O)n1N)CC(C(C)C)OC3 (stereo unspecified)
6%	-3%	-2%	26%	4%	-17%	4%	30%	-17%	CSCCC(NS(=O)(=O)c1ccc(Cl)cc1)C(=O)OCC(=O)NC1CCCCC1 (stereo unspecified)
2%	-1%	0%	29%	-1%	23%	-11%	34%	-31%	C=CCn1c(Oc2ccc(C=O)cc2OCC)nc2c1c(=O)n(C)c(=O)n2C
0%	0%	-5%	-4%	i	-13%[59 µM]	6%	26%	12%	CCOC(=O)c1ccccc1NC(=O)c1cc2c(s1)-c1c(C)cccc1OC2
1%	-4%	11%	11%	-4%	-6%[59 µM]	8%	7%	-12%	Cn1c(NC(=O)C[n+]2cc(-c3ccc(F)cc3)n3c2CCC3)cc(=O)n(C)c1=O
u	28µM*	-13%	28µM*	-12%	3.5µM*	8.9µM*	-34%	45µM*	COc1cccc(OC)c1-c1nn2c(-c3cc(-c4ccccc4)n[nH]3)nnc2s1
6%	5%	11%	17%	-7%	10%	-2%	21%	-18%	Cc1cc2nc3n(c2cc1C)CCCN3
12%	-1%	-3%	-11%	-8%	5%[59 µM]	-2%	47%	-8%	COc1cc(C(=O)N/N=C/c2ccsc2C)cc(OC)c1OC
4%	-3%	8%	7%	0%	-9%[12.7 µM]	1%	14%	-10%	O=C(N/C(=C/c1ccc(Cl)cc1)C(=O)N1CCOCC1)c1ccccc1
-8%	x	-5%	12%	-7%	-48%	-8%	26%	-20%	CC(NC(=O)c1ccccc1)c1nnc(SCC(=O)Nc2nnc(C3CC3)s2)n1C (stereo unspecified)
-2%	-2%	-11%	102%[activator]	-2%	6%	0%	26%	6%[57.1 µM]	COc1ccc(CNC(=O)C(=O)NC2CC(C)(C)NC(C)(C)C2)cc1
-3%	0%	1%	u	-3%	x	40%[activator]	49%[activator]	1%	COc1ccc(CN2C(=O)COc3ccccc32)cc1
-3%&1%	-4%&3%	18%&-3%	13%&-10%	0%	-4%	-7%&0%	22%	6%&-19%	O=S(=O)(NCCS(=O)(=O)N1CCN(c2ccccc2)CC1)c1ccccc1
2%	1%	-18%	33%[activator]	4%	x	u	28%	-22%	Cc1cc(-c2nn(-c3ccccc3F)cc2CNCCc2cnccn2)c(C)s1
7%	-11%	-9%	15%	-8%	11%[59 µM]	10%	73%[activator]	23%	Cc1ccccc1CNC(=O)c1cc2cccc3c2n1CC(C)S3 (stereo unspecified)
4%	x	6%	27%	4%	x	x	36%	-1%	Cc1ccc(CN2CC(C(=O)N(CC(C)C)c3c(N)n(Cc4ccccc4)c(=O)[nH]c3=O)CC2=O)cc1 (stereo unspecified)
-8%	-4%	3%	-20%	-2%	10%	-2%	12%	-10%	Cc1cc(NC(=O)CN2C(=O)[C@@H]3[C@H](C2=O)[C@@H]2C[C@H]3C(Br)C2Br)no1 (stereo partly specified)
-6%	5%	-7%	31%[activator]	u	x	-8%	53%[activator]	5%	COc1ccc(-c2c(C)nn(-c3ccccc3)c2NC(C)=O)cc1OC
7%	-5%	7%	50%[activator]	-4%	u	6%	23%	-7%	O=[N+]([O-])c1cccnc1Oc1ccccc1F
-1%	-11%	4%	7%	-8%	u	-27%	12%	-31%	Cn1cccc1Cc1nnc(SCC(=O)N2CCOCC2)n1-c1ccc(F)cc1
5%	-6%	2%	u	8%	u	-28%	32%	-7%	CCOc1ccc2nc(NC(=O)CSc3ccccc3)sc2c1
1%	2%	3%	-6%	2%	x	0%	50%[activator]	-9%	Cc1ccc(C)c(NC(=O)C2CC3CCC2C3)c1 (stereo unspecified)
u	-4%	-13%	4%	-3%	47%[59 µM]	x	81%[activator]	-4%	Cc1cc(C)cc(Nc2cc(C(=O)NCc3ccccc3)c3ccccc3n2)c1
u	-11%	1%	-2%	5%	x	x	30%	-24%	COC(=O)N1[C@H](C)C=C[C@]1(Cc1ccccc1)C(=O)NCCCNc1ncc(C(F)(F)F)cc1Cl
-4%	1%	-5%	54%[activator]	i	5%[12.7 µM]	-16%	20%	-19%	CN(Cc1nc(-c2cnccn2)no1)CC1CCN(Cc2ccccc2)CC1
-1%	5%	11%	0%	-5%	26%[0.501 µM]	1%	23%	-14%	COc1cc(C(=O)Nc2scc(-c3ccc(C)cc3)c2C(=O)O)cc(OC)c1OC
7%	0%	-1%	26%	i	3%[2.33 µM]	-9%	28%	-16%	Cc1cccc(NC(=O)c2ccccc2O)c1C
u	-10%	6%	46%	-3%	58%[activator][59 µM]	19%	91%[activator]	29%	CN(C)C=Nc1c(Br)cc(Br)c2nonc12
1%	-9%	8%	25%	-2%	-3%	-17%	28%	-23%	COc1cc(/C=N/NC(=O)c2nnn(-c3nonc3N)c2C(C)C)ccc1OCc1ccc(F)cc1
-1%	-1%	-5%	14%	-3%	18%	12%	40%	-4%	O=C(NC1CCCCC1)N1CCC(n2c(=O)[nH]c3ccccc32)CC1

Pin1 inh	BLM inh	GLS inh	Pol iota inh	PGK inhibitor	G9a inh	BAZ2B inh	HP1b chromo inh	JMJD2A Tudor	Compound
-2%	-8%	-1%	1%	x	23%	-23%	15%	-22%	COc1ccc(CCN2CCCn3c2nc2c3c(=O)n(CC(C)C)c(=O)n2C)cc1OC
-17%	-6%	4%	20%	-1%	u	8%	24%	-8%	Cc1ccc(-c2nnc(SCC(=O)N3c4ccccc4NC(=O)C3(C)C)n2N)cc1
17%	-6%	11%	50µM*	5%	45µM*	-29%	-10%	u	Cc1ccc(OCC(=O)N/N=C/C=C/c2ccco2)c(Br)c1
-11%	-15%	4%	119%[activator]	13%	x	11%	12%	-14%	COc1cc(CN2CCCC(C)C2)ccc1OCc1ccccc1 (stereo unspecified)
13%	-6%	8%	-26%	-15%	-18%[59 µM]	-2%	34%	-11%	COC(=O)C1=C(C)NC(C)=C(C(=O)OC)C1c1ccc(-c2cccc(Cl)c2Cl)o1
4%	-2%	47%[activator]	30%[activator]	-5%	6%	3%	-10%	-22%	COc1ccccc1NC(=O)NCCC1=CCCCC1
-8%	-7%	-1%	6%	-6%	0%[12.7 µM]	-5%	17%	2%	FC(F)(F)c1cccc(NC(=S)Nc2cccc(Cl)c2)c1
u	-10%	4%	18%	-1%	-6%[2.33 µM]	-35%	15%	-29%	COc1ccc2c(c1)C1(Nc3ccccc3-c3nc4ccccc4n31)C(=O)N2 (stereo unspecified)
-1%	-2%	7%	-21%	1%	-9%[2.33 µM]	5%	46%[activator]	-6%	Cc1ccc(C(=O)Nc2nnc(Cc3ccccc3)s2)cc1
2%	2%	-7%	-18%	i	-30%[59 µM]	-1%	35%[activator]	-5%	CCOC(=O)c1[nH]c2ccccc2c1NC(=O)c1ccc(OCC)cc1
-3%	0%	10%	12%	-2%	-44%[59 µM]	-14%	-1%	-24%	CC1CCN(c2nc3ccc(C(=O)O)cc3s2)CC1
2%	-4%	4%	5%	-3%	-4%	5%	16%	-24%	CCC1CCCCN1C(=O)CSc1nnc(-c2ccc3c(c2)OCCO3)o1 (stereo unspecified)
0%	x	-1%	33%[activator]	5%	x	x	42%[activator]	-8%	CC1CC(=NNC(=O)C2COc3ccccc3O2)CC(C)(C)C1 (stereo unspecified)
-8%	-4%	-10%	28%	-3%	-37%	-19%	23%	u	COc1ccc(NCC(=O)n2c(C)c(C)c3ccccc32)cc1OC
0%	1%	0%	27%	-9%	40%	3%	36%	-12%	O=c1c2ccccc2ncn1-c1cccc(Br)c1
u	-20%	u	u	u	-58%[59 µM]	x	-11%	10µM*	COc1ccc(NC(=O)C2CCN(S(=O)(=O)c3c(C)noc3/C=C/c3ccco3)CC2)cc1
-2%	-1%	-15%	17%	i	-21%[59 µM]	0%	17%[57 µM]	-7%	Cc1cc(C)cc(NC(=O)C(=O)NCC(c2ccc3c(c2)OCO3)N2CCOCC2)c1 (stereo unspecified)
-3%	3%	-12%	13%	5%	-4%[59 µM]	7%	28%	-14%	COc1ccc(-c2nnc(SC(C)C(=O)NNC(=O)c3ccc(C)cc3)o2)cc1 (stereo unspecified)
2%	-6%	2%	-2%	8%	x	2%	51%[activator]	0%	O=C(c1cc2cc(Cl)ccc2[nH]1)N1CCN(c2ccccc2F)CC1
-1%	-2%	-13%	49%[activator]	x	18%[12.7 µM]	6%	37%[activator]	-6%	Cc1c(C(=O)OC(C)C)sc2nc[nH]c(=O)c12
6%	0%	-5%	19%	-7%	0%[59 µM]	-2%	23%	3%	COc1ccc2nc3sc(C(=O)N4CCN(c5ccc(F)cc5)CC4)cc3cc2c1
15%	-3%	-8%	12%	x	u	-28%	10%	-33%	COC(=O)c1ccc(/C(O)=C(\C#N)c2nc3ccccc3s2)cc1
10%	-7%	1%	64%[activator]	-3%	29%	19%	66%[activator]	16%	CN(Cc1c(F)cccc1Cl)S(=O)(=O)c1cccs1
10%	-7%	0%	6%	6%	2%[59 µM]	-26%	37%	-22%	CCOC(=O)N1CCN(Cc2nc3cc(NC(=O)c4ccc(F)cc4)ccc3n2C(C)C)CC1
9%	-2%	12%	28%	3%	-45%	-3%	36%	-9%	CCC(=O)c1ccc(OCC(O)Cn2c(C)nc3ccccc32)cc1 (stereo unspecified)
-2%	0%	4%	72%[activator]	9%	12%	-10%	-2%	u	Cc1csc(NC(=O)c2cccc(S(=O)(=O)N3CCN(C)CC3)c2)n1

JMJD2A Tudor, entries above that show a hit
Pin1 inh	BLM inh	GLS inh	Pol iota inh	PGK inhibitor	G9a inh	BAZ2B inh	HP1b chromo inh	JMJD2A Tudor	Compound
u	28µM*	-13%	28µM*	-12%	3.5µM*	8.9µM*	-34%	45µM*	COc1cccc(OC)c1-c1nn2c(-c3cc(-c4ccccc4)n[nH]3)nnc2s1
u	-20%	u	u	u	-58%[59 µM]	x	-11%	10µM*	COc1ccc(NC(=O)C2CCN(S(=O)(=O)c3c(C)noc3/C=C/c3ccco3)CC2)cc1

Screening results from PubChem.
